High-throughput results as filed in PubChem BioAssay.
TRPV1 ag = activates the human vanilloid receptor TRPV1; TRPV1-expressing cells, Fluo-8 calcium influx, agonist mode; activation, % at 8.33 µM; 320,000 compounds, 0.19% hits; AID 540275; in the data active = activation above about 80%; inconclusive = between about 30% and that limit; also: 0% is about no effect
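TRPV1-expressing cells were cultured overnight at 35.5C and loaded with Fluo-8 calcium dye for 40 to 90 min at room temperature. After a 10 s baseline, compound was added and calcium influx was read kinetically for 3 min (ex 480/em 520 nm).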
FLuc modulator = firefly luciferase modulation, counter-screen for miR-21 project; Potency, µM (series often up to 57.5 µM), for inactives: at the top dose activity change, negative = inhibition, most hits filed as inhibitors; AID 588342; P08659; purified FLuc, Km substrates, luminescence inhibition; 360,000 compounds, 6.9% hits;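 also: potency is read from the fitted curve at half-maximal effect; plate controls were vehicle for no effect and reference inhibitor for full effect; nearly all actives have a fitted effect of over 55% in size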
Target sequence (P08659 whole entry, looked up): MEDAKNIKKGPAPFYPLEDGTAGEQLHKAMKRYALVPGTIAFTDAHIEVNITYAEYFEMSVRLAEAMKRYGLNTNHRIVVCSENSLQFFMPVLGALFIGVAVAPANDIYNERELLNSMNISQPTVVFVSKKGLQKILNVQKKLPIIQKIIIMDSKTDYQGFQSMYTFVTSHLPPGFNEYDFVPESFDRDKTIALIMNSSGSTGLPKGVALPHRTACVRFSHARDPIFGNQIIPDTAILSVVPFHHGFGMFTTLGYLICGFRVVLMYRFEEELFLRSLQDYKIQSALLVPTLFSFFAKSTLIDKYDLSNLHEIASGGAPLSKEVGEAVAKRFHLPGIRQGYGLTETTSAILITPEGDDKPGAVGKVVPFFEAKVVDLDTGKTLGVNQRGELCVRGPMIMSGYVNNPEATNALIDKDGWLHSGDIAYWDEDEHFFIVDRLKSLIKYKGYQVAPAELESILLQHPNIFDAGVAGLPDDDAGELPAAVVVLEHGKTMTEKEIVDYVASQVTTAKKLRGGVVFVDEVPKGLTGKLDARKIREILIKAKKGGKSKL
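Purified P. pyralis luciferase, 10 nM final, with Km-level 10 uM D-luciferin and 10 uM ATP in 50 mM Tris acetate pH 7.5, 10 mM Mg acetate, 0.01% Tween-20, 0.05% BSA; 6-point qHTS titration about 60 µM downward; luminescence read.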
ELG1 genotoxic = induces genotoxicity in HEK293T cells with luciferase-tagged ELG1; HEK293T ELG1-luciferase reporter, luminescence, 16 h; Potency, µM (highest dose often 46 µM), inactives show at the top dose activity change, positive = activation, actives largely listed as activators; 330,000 compounds, 1.3% hits; AID 504466; also: potency is read from the fitted curve at half-maximal effect; % of control where 0% means no effect; nearly all actives have a fitted effect of over 60% in size
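Luminescence read-out: rising ELG1-luciferase signal, reflecting elevated ELG1 protein under genetic stress, flags genotoxic compounds. Cells were treated for 16 hr at 37 °C before ONE-Glo detection.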
Tb PFK inh = T. brucei PFK enzyme inhibition. O15648. T. brucei PFK, ADP-Glo luminescence. Potency, µM (series often up to 57.5 µM), for inactives: top-dose activity, negative = inhibition, usual class: inhibitors. 330,000 compounds, 0.17% hits. AID 485367;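 also: potency is read from the fitted curve at half-maximal effect; 0% = uninhibited 1x PFK enzyme wells and -100% = no-enzyme wells; nearly all actives have a fitted effect of over 60% in size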
Target sequence (O15648 whole entry, looked up): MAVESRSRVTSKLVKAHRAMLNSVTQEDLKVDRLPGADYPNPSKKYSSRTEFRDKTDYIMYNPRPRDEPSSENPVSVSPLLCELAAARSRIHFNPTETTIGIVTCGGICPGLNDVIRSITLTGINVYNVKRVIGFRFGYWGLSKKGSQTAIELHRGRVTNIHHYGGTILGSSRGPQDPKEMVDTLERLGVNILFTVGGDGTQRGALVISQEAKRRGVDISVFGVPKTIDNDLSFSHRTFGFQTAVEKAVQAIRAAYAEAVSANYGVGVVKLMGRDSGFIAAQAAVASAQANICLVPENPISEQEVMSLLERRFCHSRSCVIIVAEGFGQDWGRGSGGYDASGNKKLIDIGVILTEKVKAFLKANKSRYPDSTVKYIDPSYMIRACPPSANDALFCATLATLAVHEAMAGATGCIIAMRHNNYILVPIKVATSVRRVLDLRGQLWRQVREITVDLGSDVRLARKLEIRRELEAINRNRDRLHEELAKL
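Compounds were pin-transferred as a titration series up to 57 uM into substrate buffer (0.5 mM F6P, 0.1 mM ATP, pH 8.0), then 1.25 nM PFK was added and reactions ran 45 min before ADP-Glo detection.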
ELG1 DNA repair = blocks ELG1-dependent DNA repair in HEK293T cells; HEK293T ELG1-luciferase reporter, luminescence, 16 h; DNA damage induced by 5-fluorouridine; Potency, µM (top dose mostly 46.1 µM), without a hit: top-dose activity change, negative = inhibition, usual class: inhibitors; 330,000 compounds, 2.3% hits; also: potency is read from the fitted curve at half-maximal effect; % is scaled to controls: 0 for no effect and ±100 for the full control effect; nearly all actives have a fitted effect of over 55% in size
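Quantitative HTS, concentration-response format. 2,000 cells/well co-treated with 5-fluorouridine and compound, 16 hr in 5% CO2 at 37 °C; ONE-Glo luminescence read after 30 min.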
Rab9 prom act = activators of Rab9 promoter | Huh7 Rab9 promoter-luciferase reporter, luminescence, 24 h | Potency, µM (top dose mostly 9.22 µM), without a hit: at the top dose activation, negative = inhibition, usual class: activators | 320,000 compounds, 2.8% hits | AID 485297; also: potency is read from the fitted curve at half-maximal effect; % of control where 0% means no effect; nearly all actives have a fitted effect of over 60% in size
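Huh7 reporter line, Rab9 promoter upstream of luciferase. Compound exposure 24 h at 37 °C in reduced-serum medium with 10% FBS. Read-out: luminescence.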
p53 reactivation = re-activators of mutant p53. H1299 p53-A138V BP100-luciferase reporter, luminescence, 24 h. Potency, µM (top dose mostly 92.2 µM), inactives show at the highest dose activity change, positive = activation, usual class: activators. 320,000 compounds, 0.063% hits. AID 504706; also: potency is read from the fitted curve at half-maximal effect; % of control where 0% means no effect; nearly all actives have a fitted effect of over 45% in size
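H1299 (p53-null), stable ts p53-A138V + BP100-Luc; 1000 cells/well, Opti-MEM/10% FBS; cpd 4 pt, 1:5; 24 h, 37 deg C, 5% CO2; detection reagent 10 min RT; luminescence.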
BRCA1 expr act = increases BRCA1 expression | MCF7-BRCA1-FFLuc reporter, luminescence, 48 h; response scale: scaled: vehicle 0%, 10 µM genistein 100% | Potency, µM (highest dose often 46.1 µM), for the others: at the highest dose activation, most hits filed as activators | 380,000 compounds, 1.1% hits; also: potency is read from the fitted curve at half-maximal effect; nearly all actives have a fitted effect of over 80% in size; some results filed as inactive show a strong effect at the top dose
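Compounds are tested at multiple concentrations on MCF7 BRCA1-luciferase reporter cells seeded at 2000 per well; after 48 h, a single luminescence end-point is taken and curves fitted to the normalized data.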
NPC1 prom act = activators of NPC1 promoter; Huh7 NPC1 promoter luciferase reporter, 24 h; 320,000 compounds, 2.4% hits; AID 485313; Potency, µM (doses to about 9.22 µM), inactives show at the highest dose activation, usual class: activators;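 also: potency is read from the fitted curve at half-maximal effect; % of control where 0% means no effect; nearly all actives have a fitted effect of over 60% in size; reporter is driven by a mutant NPC1 promoter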
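Luciferase expression driven by the NPC1 promoter was measured in stably transfected Huh7 cells after a 24 h compound incubation, using a luciferase reagent and a luminescence read.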
Gal4-VP16 FLuc = Gal4-VP16 reporter inhibition counter-screen; Drosophila S2 Gal4-VP16 UAS-luciferase, luminescence, 20 h; Potency, µM (series often up to 53.6 µM), for the others: at the highest dose activity, negative = inhibition, usual class: inhibitors; 310,000 compounds, 3.5% hits; AID 2546;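 also: Gal4-VP16 expression switched on by copper sulfate through the metallothionein promoter; potency is read from the fitted curve at half-maximal effect; % is scaled to controls: 0 for no effect and ±100 for the full control effect; nearly all actives have a fitted effect of over 50% in size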
RORg inh = blocks mouse ROR gamma transcriptional activity; P51450; Potency, µM (doses to about 53.6 µM), inactives show at the highest dose activity change, negative = inhibition, actives largely listed as inhibitors; Drosophila S2 Gal4-RORgamma UAS-luciferase reporter, 20 h; 310,000 compounds, 5.4% hits; AID 2551; also: potency is read from the fitted curve at half-maximal effect; % is scaled to controls: 0 for no effect and ±100 for the full control effect; nearly all actives have a fitted effect of over 60% in size
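Compounds are pin-transferred onto Drosophila Schneider cells expressing a copper-inducible Gal4–ROR gamma transactivation domain fusion. After 1 hr, copper sulfate is added to 700 uM final; luciferase is read 20 hr later.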
Starred values were filed as active, the others as inactive; [ ] = another dose, or the depositor's remark. Unless noted, calls follow the shape of the dose curve; as a rule, active = well fitted curve in the direction sought with a large enough effect; inconclusive = small, poorly fitted or top-dose-only effect, or another doubt; inactive = no such curve, though single readings can be large; an effect the other way counts as inactive or inconclusive.

What do the screens show for `O=S(=O)(c1ccc(S(=O)(=O)N(Cc2cccs2)CC2CCCO2)cc1)N1CCCCC1` (stereo not given)?
TRPV1 ag: 10; FLuc modulator: 1%; ELG1 genotoxic: -16%; Tb PFK inh: -4%; ELG1 DNA repair: -16%; Rab9 prom act: -2%; p53 reactivation: -7%; BRCA1 expr act: -33%; NPC1 prom act: 0%; Gal4-VP16 FLuc: 3%; RORg inh: 21%

How did COc1ccc(N(CC(=O)Nc2ccc3c(c2)OCO3)S(=O)(=O)c2ccc(F)cc2)cc1 do in these assays?
TRPV1 ag: -5; FLuc modulator: 2%; ELG1 genotoxic: -7%; Tb PFK inh: 6%; ELG1 DNA repair: -7%; Rab9 prom act: -6%; p53 reactivation: 2%; BRCA1 expr act: -44%; NPC1 prom act: -2%; Gal4-VP16 FLuc: -18%; RORg inh: 36%

What do the screens show for `CCOC(=O)C1CCN(S(=O)(=O)c2ccc3c(c2)CCCN3C(C)=O)CC1`?
TRPV1 ag: 3; FLuc modulator: 0%; ELG1 genotoxic: inconclusive; Tb PFK inh: -7%; ELG1 DNA repair: -5%; Rab9 prom act: -7%; p53 reactivation: -6%; BRCA1 expr act: -43%; NPC1 prom act: 0%; Gal4-VP16 FLuc: -9%; RORg inh: 40%

How did CCOc1cc(-c2nnc(-c3ccco3)o2)cc(OCC)c1OCC do in these assays?
TRPV1 ag: 0; FLuc modulator: 4%; ELG1 genotoxic: -10%; Tb PFK inh: -7%; ELG1 DNA repair: inconclusive; Rab9 prom act: -5%; p53 reactivation: -12%; BRCA1 expr act: -1%; NPC1 prom act: -1%; Gal4-VP16 FLuc: 4%; RORg inh: -1%

Results for O=C(O)c1ccc2c(c1)C(=O)N(c1cccc(C(=O)/C=C/c3ccccc3)c1)C2=O ?
TRPV1 ag: -1; FLuc modulator: 2.7µM*; ELG1 genotoxic: 4%; Tb PFK inh: 0%; ELG1 DNA repair: inconclusive; Rab9 prom act: -8%; p53 reactivation: 2%; BRCA1 expr act: -4%; NPC1 prom act: 4%; Gal4-VP16 FLuc: -28%; RORg inh: inconclusive

What do the screens show for `O=C1CS/C(=N/N=C/c2c[nH]c3ccccc23)N1`?
TRPV1 ag: 2; FLuc modulator: -21%; ELG1 genotoxic: 13%; Tb PFK inh: -4%; ELG1 DNA repair: 5%; Rab9 prom act: 1%; p53 reactivation: -3%; BRCA1 expr act: 11%; NPC1 prom act: 3%; Gal4-VP16 FLuc: -8%; RORg inh: -28%

What do the screens show for `NC(=O)CSc1nc(-c2ccccc2)c(-c2ccccc2)o1`?
TRPV1 ag: 16; FLuc modulator: 1%; ELG1 genotoxic: 0%; Tb PFK inh: -1%; ELG1 DNA repair: 3%; Rab9 prom act: -2%; p53 reactivation: 2%; BRCA1 expr act: 3%; NPC1 prom act: -2%; Gal4-VP16 FLuc: 2%; RORg inh: 30%

Results for Cc1ccc(Cl)cc1NC(=O)COC(=O)c1ccc(N2CCCC2)c([N+](=O)[O-])c1 ?
TRPV1 ag: -2; FLuc modulator: -1%; ELG1 genotoxic: 8%; Tb PFK inh: inconclusive; ELG1 DNA repair: 14%; Rab9 prom act: 1%; p53 reactivation: -2%; NPC1 prom act: -2%; Gal4-VP16 FLuc: 0%; RORg inh: 25%

Results for O=C(NCCc1ccc(Cl)cc1)C1CCCO1 (stereo not given) ?
TRPV1 ag: 1; FLuc modulator: 5%; ELG1 genotoxic: 3%; Tb PFK inh: 0%; ELG1 DNA repair: -1%; Rab9 prom act: 3%; p53 reactivation: 4%; BRCA1 expr act: 22%; NPC1 prom act: 1%; Gal4-VP16 FLuc: -5%; RORg inh: 1%

How did COC(=O)[C@]1(Cc2ccccc2)N[C@H](c2ccc(-c3ccc(OC)cc3)cc2)[C@@H]2C(=O)N(C)C(=O)[C@@H]21 do in these assays?
TRPV1 ag: 7; FLuc modulator: -2%; ELG1 genotoxic: 11%; Tb PFK inh: -4%; ELG1 DNA repair: 19%; Rab9 prom act: 0%; p53 reactivation: -4%; BRCA1 expr act: 10%; NPC1 prom act: -4%

Results for CCOC(=O)CSc1nc2ccc(C)cc2cc1C#N ?
TRPV1 ag: inconclusive; FLuc modulator: 12µM*; ELG1 genotoxic: 2.3µM*; Tb PFK inh: 1%; ELG1 DNA repair: inconclusive; Rab9 prom act: 1.4µM*; p53 reactivation: inconclusive; BRCA1 expr act: 4µM*; NPC1 prom act: 2.8µM*; Gal4-VP16 FLuc: 18%; RORg inh: 13%

What do the screens show for `CC(=O)Nc1cc2c(cc1NC(=O)Cn1nnc(-c3ccc(C)o3)n1)OCCO2`?
TRPV1 ag: -2; FLuc modulator: -2%; ELG1 genotoxic: 1%; Tb PFK inh: -2%; ELG1 DNA repair: 5%; Rab9 prom act: inconclusive; p53 reactivation: 1%; BRCA1 expr act: 0%; NPC1 prom act: 0%; Gal4-VP16 FLuc: 9%; RORg inh: 6%

Results for CC(C)C(=O)N1CCN(c2ccc(NC(=O)c3cccs3)cc2)CC1 ?
TRPV1 ag: 5; FLuc modulator: -10%; ELG1 genotoxic: 1%; Tb PFK inh: -3%; ELG1 DNA repair: inconclusive; Rab9 prom act: -2%; p53 reactivation: -8%; BRCA1 expr act: -16%; NPC1 prom act: -3%; Gal4-VP16 FLuc: 24%; RORg inh: inconclusive

What do the screens show for `Cn1c(CSc2ncccn2)nnc1SCC(=O)N1CCCCCC1`?
TRPV1 ag: 0; FLuc modulator: 2%; ELG1 genotoxic: 2%; Tb PFK inh: 0%; ELG1 DNA repair: 17%; Rab9 prom act: -8%; p53 reactivation: -1%; BRCA1 expr act: 39%; NPC1 prom act: -1%; Gal4-VP16 FLuc: 2%; RORg inh: 1%

What do the screens show for `NS(=O)(=O)c1ccc(NC(=O)N2c3ccccc3Sc3ccccc32)cc1`?
TRPV1 ag: 4; FLuc modulator: 0%; ELG1 genotoxic: -3%; Tb PFK inh: -3%; ELG1 DNA repair: inconclusive; Rab9 prom act: 1%; p53 reactivation: -13%; BRCA1 expr act: -2%; NPC1 prom act: -7%; Gal4-VP16 FLuc: -9%; RORg inh: 17%

How did CC1=CC(C)(C)N2C(=O)C3(N=C(N)NC(Nc4ccccc4)=N3)c3cc(C)cc1c32 (stereo not given) do in these assays?
TRPV1 ag: 6; FLuc modulator: -3%; ELG1 genotoxic: -11%; Tb PFK inh: 3%; ELG1 DNA repair: inconclusive; Rab9 prom act: -6%; p53 reactivation: -14%; BRCA1 expr act: -19%; NPC1 prom act: -2%; Gal4-VP16 FLuc: 0%[0.365 µM]; RORg inh: 6%

What do the screens show for `O=C(CC1CCCCC1)NCCS(=O)(=O)N1CCN(c2ccccc2)CC1`?
TRPV1 ag: 1; FLuc modulator: 1%; ELG1 genotoxic: 0%; Tb PFK inh: -2%; ELG1 DNA repair: -6%; Rab9 prom act: -3%; p53 reactivation: 0%; BRCA1 expr act: -5%; NPC1 prom act: -5%

How did COc1ccc(CN(CC(=O)NCC2CCCO2)C(=O)CCC(=O)Nc2nccs2)cc1 (stereo not given) do in these assays?
TRPV1 ag: 1; FLuc modulator: 0%; ELG1 genotoxic: 0%; Tb PFK inh: -1%; ELG1 DNA repair: 4%; Rab9 prom act: 0%; p53 reactivation: -1%; BRCA1 expr act: 0%; NPC1 prom act: -4%; Gal4-VP16 FLuc: -2%; RORg inh: -18%

How did CC(C)(C)c1cc(CCC(=O)NCc2ccccn2)cc(C(C)(C)C)c1O do in these assays?
TRPV1 ag: inconclusive; FLuc modulator: -19%; ELG1 genotoxic: -3%; Tb PFK inh: 4%; ELG1 DNA repair: -3%; Rab9 prom act: -2%; p53 reactivation: -13%; BRCA1 expr act: -1%; NPC1 prom act: -4%; Gal4-VP16 FLuc: 3%; RORg inh: 40%

Results for COc1ccc2cc(C#N)c(SCC(=O)N3CC(=O)Nc4ccccc43)nc2c1 ?
TRPV1 ag: 4; FLuc modulator: 2%; ELG1 genotoxic: 1%; Tb PFK inh: -3%; ELG1 DNA repair: inconclusive; Rab9 prom act: -15%; p53 reactivation: 1%; BRCA1 expr act: -27%; NPC1 prom act: -17%; Gal4-VP16 FLuc: -14%; RORg inh: -16%

How did CCC(=O)Nc1ccc(C(=O)NNC(=O)c2cc([N+](=O)[O-])cc([N+](=O)[O-])c2)cc1 do in these assays?
TRPV1 ag: 0; FLuc modulator: 0%; ELG1 genotoxic: 0%; Tb PFK inh: -5%; ELG1 DNA repair: 2%; Rab9 prom act: -3%; p53 reactivation: 0%; BRCA1 expr act: -19%; NPC1 prom act: -4%; Gal4-VP16 FLuc: -12%; RORg inh: -2%

How did COc1cccc(N/C(SCc2ccccc2C)=C(/C#N)C(=O)NCc2cccs2)c1 do in these assays?
TRPV1 ag: 18; FLuc modulator: -1%; ELG1 genotoxic: -2%; Tb PFK inh: 8%; ELG1 DNA repair: -27%; Rab9 prom act: -3%; p53 reactivation: -7%; BRCA1 expr act: -17%; NPC1 prom act: -3%; Gal4-VP16 FLuc: 10%; RORg inh: -16%
